# Screens as filed in PubChem.
# Cav3 T inh – inhibitors of human Cav3.2 T-type calcium channel. B-score at 10 µM. 100,000 tested, 4% active. O95180. Cav3.2-expressing cells, Fluo-4 calcium fluorescence FDSS; hits give low values;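 active = single-dose well whose peak fluorescence ratio is a statistical outlier from its plate by either plate-standardised score or position-corrected B-score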
# Target sequence (O95180 whole entry, looked up): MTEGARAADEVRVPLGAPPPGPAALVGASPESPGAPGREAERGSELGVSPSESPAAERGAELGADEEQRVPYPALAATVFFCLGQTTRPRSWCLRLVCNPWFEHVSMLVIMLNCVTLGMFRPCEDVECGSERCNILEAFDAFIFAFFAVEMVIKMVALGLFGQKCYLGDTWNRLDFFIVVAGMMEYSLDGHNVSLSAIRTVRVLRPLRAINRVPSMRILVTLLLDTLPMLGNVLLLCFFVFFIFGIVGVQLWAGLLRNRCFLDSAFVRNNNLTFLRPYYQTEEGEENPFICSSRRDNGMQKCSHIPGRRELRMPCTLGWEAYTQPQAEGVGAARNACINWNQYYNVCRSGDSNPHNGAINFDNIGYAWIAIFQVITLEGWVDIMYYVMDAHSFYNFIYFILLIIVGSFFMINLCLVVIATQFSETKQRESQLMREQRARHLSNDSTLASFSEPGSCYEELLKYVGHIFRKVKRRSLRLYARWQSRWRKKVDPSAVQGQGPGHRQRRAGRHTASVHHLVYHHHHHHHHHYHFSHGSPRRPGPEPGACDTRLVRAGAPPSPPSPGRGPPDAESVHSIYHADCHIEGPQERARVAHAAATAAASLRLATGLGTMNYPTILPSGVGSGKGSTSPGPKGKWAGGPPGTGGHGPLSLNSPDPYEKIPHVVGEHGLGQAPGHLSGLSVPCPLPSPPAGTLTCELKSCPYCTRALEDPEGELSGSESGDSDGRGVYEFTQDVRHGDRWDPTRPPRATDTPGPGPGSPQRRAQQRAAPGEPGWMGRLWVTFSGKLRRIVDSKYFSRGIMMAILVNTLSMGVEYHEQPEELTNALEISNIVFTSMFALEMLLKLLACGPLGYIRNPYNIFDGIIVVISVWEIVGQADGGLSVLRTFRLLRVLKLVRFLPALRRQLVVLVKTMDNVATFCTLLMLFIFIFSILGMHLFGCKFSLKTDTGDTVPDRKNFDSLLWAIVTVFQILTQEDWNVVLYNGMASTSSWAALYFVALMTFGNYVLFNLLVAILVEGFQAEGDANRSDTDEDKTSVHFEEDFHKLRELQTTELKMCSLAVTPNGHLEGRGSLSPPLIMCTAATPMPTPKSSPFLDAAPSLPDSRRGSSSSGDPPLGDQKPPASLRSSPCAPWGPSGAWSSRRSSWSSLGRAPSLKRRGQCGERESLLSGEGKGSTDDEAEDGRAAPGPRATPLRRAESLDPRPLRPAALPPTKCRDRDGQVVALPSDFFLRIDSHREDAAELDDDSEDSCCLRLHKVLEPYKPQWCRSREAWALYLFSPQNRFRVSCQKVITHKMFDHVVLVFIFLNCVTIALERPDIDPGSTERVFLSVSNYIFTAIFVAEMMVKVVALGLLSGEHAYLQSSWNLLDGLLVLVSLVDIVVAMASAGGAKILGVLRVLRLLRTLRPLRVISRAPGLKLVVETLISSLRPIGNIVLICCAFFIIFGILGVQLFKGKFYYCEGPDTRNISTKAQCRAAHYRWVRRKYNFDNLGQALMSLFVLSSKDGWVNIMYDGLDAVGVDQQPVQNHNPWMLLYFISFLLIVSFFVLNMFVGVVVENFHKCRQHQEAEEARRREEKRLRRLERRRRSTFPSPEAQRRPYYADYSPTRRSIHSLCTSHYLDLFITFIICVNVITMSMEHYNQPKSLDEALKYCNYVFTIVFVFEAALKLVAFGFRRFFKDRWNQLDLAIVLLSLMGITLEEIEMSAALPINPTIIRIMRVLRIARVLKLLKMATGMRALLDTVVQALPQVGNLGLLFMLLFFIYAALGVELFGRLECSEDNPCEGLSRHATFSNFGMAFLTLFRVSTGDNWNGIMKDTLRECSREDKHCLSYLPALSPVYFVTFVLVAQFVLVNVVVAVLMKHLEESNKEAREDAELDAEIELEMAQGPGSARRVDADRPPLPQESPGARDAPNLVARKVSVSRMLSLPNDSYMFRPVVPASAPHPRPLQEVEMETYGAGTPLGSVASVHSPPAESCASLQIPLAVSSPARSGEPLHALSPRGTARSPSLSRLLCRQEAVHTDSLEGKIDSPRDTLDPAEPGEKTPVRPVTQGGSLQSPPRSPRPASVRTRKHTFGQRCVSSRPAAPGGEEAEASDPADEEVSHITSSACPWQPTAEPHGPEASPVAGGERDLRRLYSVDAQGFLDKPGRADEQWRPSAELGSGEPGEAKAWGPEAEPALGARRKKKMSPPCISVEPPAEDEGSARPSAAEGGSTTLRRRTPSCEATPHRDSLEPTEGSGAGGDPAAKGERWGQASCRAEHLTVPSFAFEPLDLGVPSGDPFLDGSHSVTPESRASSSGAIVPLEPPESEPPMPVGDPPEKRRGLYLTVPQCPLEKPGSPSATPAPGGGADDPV
# Numbers without * were called inactive. A portion of the library. The share of hits here may be higher or lower than overall.
entry	canonical_smiles	Cav3 T inh
1	COc1ccc(C2CC(=O)C=C(NC3CCCC3)C2)cc1 (stereo not given)	-0.19
2	CCN(CC)CCCn1c(C)cc2c(c1=O)C(c1cc(OC)c(OC)cc1OC)C(C#N)=C(N)O2 (stereo not given)	-0.28
3	CCc1nc2sc3c(c2c(=O)n1N)CCC3	0.1
4	CCOC(=O)COn1c(=O)c(-c2cccs2)[n+]([O-])c2ccccc21	-0.95
5	O=c1c(C(c2nnnn2C2CCCCC2)N2CCCCC2)coc2ccc(Cl)cc12 (stereo not given)	-0.86
6	C[C@H](NC(=O)NC1CCCc2ccccc21)C(=O)O (stereo not given in full)	-0.0033
7	O=C(Cc1c[nH]c2ccccc12)Nc1nc2ccccc2[nH]1	-6.3*
8	N#Cc1sc2nc3c(c(-c4ccco4)c2c1N)CCCC3	-2.4
9	CCCn1c(NCc2cc(C)ccc2O)nc2ccccc21	-7*
10	CC(C)(C)c1cn(-c2ccc(F)cc2)c(=S)[nH]1	0.1
11	COC(=O)c1ccccc1NC(=O)C1CCN(C(=O)c2cc(OC)c(OC)c(OC)c2)CC1	0.7
12	Clc1ccc(OCc2nnc(SCc3nnc(-c4ccccc4)o3)o2)c(Cl)c1	-6.1*
13	O=C(c1cccc(F)c1)N1CCN(CC2CC3C=CC2C3)CC1 (stereo not given)	-0.52
14	Cn1c(=O)n(C)c2cc([N+](=O)[O-])c(N3CCN(C(=O)c4ccccc4)CC3)cc21	0.19
15	COC(=O)c1cc2oc(C)cc2n1CC(=O)Nc1ccc(C)c(C)c1	-0.24
16	O=C(Nc1ccc2c(c1)OCCO2)C1CCN(S(=O)(=O)c2cccc3nsnc23)CC1	-0.75
17	Cc1[nH]c2ccc(CNS(=O)(=O)c3ccc(S(=O)(=O)N4CCOCC4)cc3)cc2c1C	0.2
18	CC(C)NC(=O)C(=O)NCCc1ccc(Cl)cc1	-0.29
19	c1ccc2nc3c(cc2c1)CCCCCC3	-0.1
20	Cn1c(CSCc2ccc(Cl)cc2)nnc1SCC(=O)Nc1nc2ccccc2s1	0.8
21	[O-]/[N+](=C\c1ccc(OC(F)F)cc1)c1ccccc1	-1.4
22	CCOC(=O)CCN(Cc1cccs1)S(=O)(=O)c1ccc(F)cc1	-1
23	O=C(C1CCCN1C(=O)c1cccs1)N1CCc2ccccc21 (stereo not given)	0.3
24	COc1ccc(N2CCN(C(=O)CCNS(=O)(=O)c3ccc(Br)s3)CC2)cc1	-3.6
25	O=C(O)CCc1ccc(-c2ccccc2)n1NC(=O)c1sc2ccccc2c1Cl	-0.8
26	Cc1cccc(C)c1OCC(O)CNC(C)(C)C (stereo not given)	0.15
27	CCOC(=O)C1(Cc2ccccc2)NC(c2ccccc2F)C2C(=O)N(CC)C(=O)C21 (stereo not given)	-1.8
28	O=C(c1cccc(F)c1)N1CCN(c2ccc([N+](=O)[O-])c(N3CCCCC3)c2)CC1	-2.5
29	COC(=O)Cc1cnc(NC(=O)C2C3CCC(C3)C2C(=O)O)s1 (stereo not given)	0.072
30	CCCCC(=O)O	-1.4
31	COc1ccc(-n2c(=O)cc(N3CCN(c4ccccc4)CC3)[nH]c2=O)cc1	0.043
32	Fc1cccc2sc(Nc3nnc(-c4ccccc4)o3)nc12	-5*
33	CC(=O)Nc1nc(CC(C)C)cc(-c2ccco2)c1C#N	-0.057
34	O=C(CC1Oc2ccccc2NC1=O)NCc1ccc(Cl)cc1 (stereo not given)	0.0099
35	O=S(=O)(NCc1cc(-c2ccc(Cl)cc2)no1)c1ccccc1	-0.12
36	CC1(C)C(=O)Nc2ccccc2N1C(=O)COC(=O)c1ccc(Cl)c(S(=O)(=O)NCc2ccccc2)c1	-3.7*
37	COc1ccc(-c2nnn(CC(=O)N(CC(=O)NCCC(C)C)Cc3cccs3)n2)cc1OC	-2.5
38	CC1(OC(=O)c2cnc3ccccc3n2)C(=O)C=C2C=C(c3ccc(C#N)cc3)OC=C2C1=O (stereo not given)	-0.18
39	COC(=O)C1C2C=CC3(CN(CC4CCCO4)C(=O)C13)O2 (stereo not given)	0.22
40	Cc1c(NC(=O)C(C)OC(=O)CC2Sc3ccccc3NC2=O)c(=O)n(-c2ccccc2)n1C (stereo not given)	0.38
41	Cn1c2ccccc2c2c(C(=O)NCc3ccco3)cn(C3CCCCC3)c(=O)c21	-1.5
42	COc1cccc(-c2cc(C(=O)Nn3cnnc3)c3ccccc3n2)c1	0.27
43	CCO[C@@H]1OC(C(=O)NC2CC2)=C[C@H](c2ccc3c(c2)OCO3)[C@H]1CCCO	-0.33
44	O=C(O)C1CCN(S(=O)(=O)c2cccnc2)CC1	1.5
45	O=S(=O)(Nc1cccnc1)c1ccc(Cl)cc1	0.21
46	CCC1ON(c2ccccc2)C2c3nc4ccccc4n3CC12 (stereo not given)	0.83
47	CC1CCN(C(=O)C2(NC(=O)Nc3cccc(F)c3)CCCCC2)CC1	-0.49
48	COCCNc1nc(C)cc(-c2cc(C(=O)Nc3ccccc3)on2)n1	-0.24
49	CCOc1cc(C)c(Cl)cc1S(=O)(=O)n1nnc2ccccc21	-2.5
50	CCOc1ccc(OCc2ccc(C(=O)NCc3cccnc3)o2)cc1	-0.29

# Next entries:
entry	canonical_smiles	Cav3 T inh
51	CC(C)(C)NC(=O)c1sccc1C(=O)O	-0.99
52	COc1ccc(NC(=O)CNc2cccc(C#N)c2)cc1Cl	-1.2
53	O=C(Nc1c(Cl)cc(Cl)cc1C(=O)NCc1cccnc1)c1ccc(Cl)cc1Cl	0.83
54	Cc1ccc(CC(=O)Nc2nc3ccccc3s2)cc1	-6.7*
55	COC(=O)[C@@H](NC(=O)Nc1ccccc1F)C(C)C	0.61
56	Cn1ccnc1SCC(=O)N(C1CCCCC1)C1CCCCC1	-0.73
57	O=C(Nc1ccccc1)N1CCCN(Cc2ccccc2F)C1	0.6
58	COc1ccc(C(=O)C2CN(c3ccccc3)CC2c2ccc(Cl)cc2)cc1 (stereo not given)	0.00063
59	C/C=C(/C)C(=O)Nc1cccc(C2=NOC3(C2)C[C@@H](C(N)=O)N(C(=O)CCCCC)C3)c1 (stereo not given in full)	0.075
60	CCOC(=O)C(NC(=O)c1ccc(OC)cc1)(OCC1(CC)COC1)C(F)(F)F (stereo not given)	0.3
61	COc1ccccc1N(CC(=O)NC1CCCC1)C(=O)CCC(=O)Nc1cc(C)on1	0.12
62	Cn1c(=O)n(Cc2ccc(F)cc2)c(=O)c2c1nc1n2CCCN1Cc1ccccc1	-4.5
63	COc1ccc(NC(=O)c2cc(-c3cc(C)ccc3O)n[nH]2)cc1Cl	0.3
64	COc1ccc(CN2C=C3C(=O)C(C)(OC(=O)C4CCCC4)C(=O)C=C3C=C2c2ccsc2)cc1 (stereo not given)	-0.96
65	O=C(CCN1C(=O)C2CC=C(Cl)CC2C1=O)NCc1ccccc1 (stereo not given)	0.0087
66	CCCS(=O)(=O)N1CCN(Cc2ccc(OCc3ccccc3)c(OC)c2)CC1	-0.99
67	CCCc1n[nH]c2c1/C(=N\O)CCC2	-1.1
68	CCn1c(SCc2ccc(C(=O)Nc3nccs3)cc2)nnc1-c1ccc(N)cc1	-1.3
69	CCOC(=O)N1CCN(C(=O)c2cccc(NC(=O)c3ccco3)c2)CC1	0.032
70	O=C(Nc1nn(Cc2ccccc2F)cc1Br)c1cccs1	0.082
71	O=C(COc1ccc(Cl)cc1Cl)NC(=O)N1CCCCC1	1.3
72	Cc1ccc(NC(=O)CCC(=O)NNC(=O)c2cccc([N+](=O)[O-])c2)cc1C	0.45
73	O=C(c1cnn2c1NC(c1ccc(Br)cc1)CC2C(F)(F)F)N1CCN2CCCC2C1 (stereo not given)	0.53
74	O=C(NCc1ccncc1)C12CC3CC(CC(C3)C1)C2	0.71
75	CC(=O)c1cn(CC(=O)Nc2ccc(C)cc2C)c2ccccc12	-0.38
76	Cc1cc(C)n(C(=O)CCNC(=O)c2ccccc2Cl)n1	0.65
77	Cc1cccc(-c2noc(CN(C(=O)c3ccc(Br)o3)C(C)C)n2)c1	-4.7*
78	COc1ccc(-c2csc(N3CCN(C(=O)c4ccco4)CC3)n2)cc1	-2.8
79	CCOC(=O)N1CCN(C(=O)C(C)(C)Oc2ccc(Cl)cc2)CC1	-0.6
80	Cc1ccc2c(c1)N(C(=O)NC1CCCCC1)C(C)(C)CC2C (stereo not given)	-2.2
81	Cc1cc(NCCCN2CCOCC2)n2ncc(-c3ccccc3)c2n1	2.8
82	CN(C)S(=O)(=O)c1ccc2oc(SCC(=O)NCC(F)(F)F)nc2c1	0.058
83	Cc1cn(C(=O)C(C)N2C(=O)c3ccccc3C2=O)c(C)n1 (stereo not given)	0.35
84	Cc1c(NS(=O)(=O)c2cccc(C(=O)NCc3ccncc3)c2)c(=O)n(-c2ccccc2)n1C	-0.27
85	Cc1csc2ncc(C(=O)NCc3ccco3)c(=O)n12	0.03
86	O=C(CCN1CCc2ccccc2C1)Nc1ccccc1F	-0.034
87	N/C(=N\OC(=O)c1ccc(Cl)cc1)c1nonc1N	-0.38
88	CCOc1ccccc1CNn1nnnc1N	0.54
89	CCSc1nc2ccccc2n1CCC(=O)O	0.18
90	CCOC(=O)CSc1nc2cc(C(=O)NCc3ccco3)ccc2c(=O)n1-c1ccc(F)cc1	-0.19
91	CCOC(=O)Cn1c2[n+](c3ccccc31)CC(O)CS2 (stereo not given)	0.24
92	O=C(C/C=N\OCc1c(Cl)cccc1Cl)Oc1ccc(Cl)cc1Cl	-0.2
93	COC(=O)C1(Cc2ccc(O)cc2)OC(=O)C(O)=C1c1ccc(O)cc1 (stereo not given)	-1.4
94	COc1ccc(OC)c(N(CC(=O)N2CCN(c3cc(Cl)ccc3C)CC2)S(C)(=O)=O)c1	-2.9
95	O=c1cc(NCc2ccc3c(c2)OCO3)[nH]c(=O)n1-c1ccc(Cl)cc1	-0.07
96	O=C1CC(c2ccco2)Cc2nc(Nc3ccc(F)cc3)ncc21 (stereo not given)	1.1
97	COCCNC(=O)C1CC(=O)N(C2CCCCC2)C1 (stereo not given)	0.84
98	Cn1c(-c2ccc3c(c2)OCO3)cc(=O)c2ccccc21	-0.049
99	Cc1cc(C)n(-c2ccc(C(=O)Nc3nnc(C)s3)cc2)n1	0.36
100	COc1ccccc1N(CC(=O)Nc1ccccc1C)S(C)(=O)=O	1.5

# New compounds follow.
entry	canonical_smiles	Cav3 T inh
101	CCCC(CCC)C(=O)Nc1cccc(C(=O)O)c1	0.14
102	Fc1ccccc1N1CCN(CC2CC3C=CC2C3)CC1 (stereo not given)	0.35
103	CN1C(=O)c2ccccc2C(C(=O)O)C1c1cccc(F)c1 (stereo not given)	-0.037
104	CCOc1ccc(-c2cc(C(=O)Nc3ccc4c(c3)OCCO4)c3ccccc3n2)cc1	-1.2
105	COc1ccc(NC(=O)CN(C)S(=O)(=O)c2cccs2)cc1	0.27
106	COCCn1nnnc1CN1CCC(Cc2ccccc2)CC1	0.86
107	CCCNC(=O)c1cc2c(C(F)(F)F)nn(C)c2s1	0.63
108	CCN(CC)S(=O)(=O)c1cccc(C(=O)Oc2cccnc2)c1	-1
109	CCOC(=O)N1CCC(Nc2c(N3CCN(c4cc(Cl)ccc4C)CC3)c(=O)c2=O)CC1	-4.1*
110	CCc1cccc(NC2c3ccccc3C(=O)N2c2cccnc2)c1 (stereo not given)	-0.3
111	CC1CCN(C(c2ccc(N(C)C)cc2)c2nnnn2Cc2ccccc2)CC1 (stereo not given)	0.34
112	Cc1cc(-c2ccccc2)nc(=O)[nH]1	0.44
113	Cc1ccc(-c2csc(NC(=O)CSC3=NCCS3)n2)cc1	0.13
114	O=C(/C=C/Nc1ccccc1)c1cnc(-c2ccccc2)s1	-1
115	COCCCn1c(SCC(=O)NC2CCCCC2)nnc1-c1ccncc1	0.34
116	O=C(Cc1ccc(-n2c(=O)c3sccc3n(Cc3ccc(F)cc3)c2=O)cc1)NCc1ccco1	-0.88
117	CCOC(=O)C(C(C)=O)c1nc(C)nc2c1nnn2Cc1ccccc1Cl (stereo not given)	-1.3
118	CC(C)CNC(=O)C(=O)NC1CCCC1	-0.29
119	Cc1cc(C)c(C(N)=O)c(Nc2cccc(Cl)c2C)n1	0.1
120	CCOc1ccccc1CNC(=O)C1CCC(=O)N1C(C)C (stereo not given)	-3.5
121	CC(C)=CCc1c(C)nc2ccccc2c1C(=O)O	-0.16
122	Cc1cc(C(=O)NCc2cccs2)c(C)o1	0.54
123	NC(=O)NC(c1ccccc1)c1ccccc1	-0.02
124	CCN(CC)S(=O)(=O)c1cccc(C(=O)Nc2cc(C)cc(C)c2)c1	-3.4*
125	Cc1ccccc1C(=O)c1cccn1CC(=O)NCCN1CCN(c2cccc(C)c2C)CC1	-2
126	O=C(NCc1ccccc1Cl)c1cnn2cccnc12	0.65
127	Cc1ccn2cc(C(=O)Nc3ccc4c(c3)OCCO4)nc2c1	-0.83
128	CCCn1c(CNc2ccccc2O)nc2ccccc21	0.47
129	c1ccc(-c2ccnc3nc(N4CCN(c5ccccc5)CC4)nn23)cc1	-1.7
130	CCOc1nc(Nc2ccc(OC)cc2)nc(OCC)n1	-0.0022
